Screens deposited in PubChem by several laboratories.
MEX-5 binding: C. elegans MEX-5 TCR-2 RNA binding activity; Q9XUB2; AID 1832; activity score (negative = inhibition of binding), % at 10 µM; 300,000 tested, 0.38% active; MEX-5/FITC-TCR2 RNA binding, fluorescence polarization; hits give low values;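 active = inhibition past about -25% in most replicates, and total fluorescence under double the plate's negative control median, limit read from the data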;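 also: 0% = DMSO and -100% = 5 µM competing unlabeled TCR2 RNA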
PME-1 primary: PME-1 (human) inhibition; recombinant PME-1, FP-Rh probe fluorescence polarization; inhibition, % at 5.9 µM; 320,000 tested, 0.53% active;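 active = inhibition above the campaign mean of all compounds plus 3 SD, cut at about 26% in these data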;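 also: competitive labeling of PME-1 active site by serine hydrolase directed probe; 0% = PME-1 with DMSO and 100% = wells lacking PME-1 enzyme; inhibitors block probe labeling so polarization falls and inhibition rises; many of its hits are not listed in these tables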
MCL1 BIM primary: MCL1-BIM-BH3 interaction inhibition (human); inhibition, % at 10.9 µM; GST-MCL1 / FITC-Bim-BH3 fluorescence polarization; 320,000 tested, 0.68% active;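 active = inhibition above the mean inhibition of all tested compounds plus 3 SD, set per campaign, cut at about 40% in these data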;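 also: 0% = DMSO wells and 100% = unlabeled Bim-BH3 peptide control; higher means more loss of mP so more displacement of Bim peptide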
Target sequence (Q07820 whole entry, looked up): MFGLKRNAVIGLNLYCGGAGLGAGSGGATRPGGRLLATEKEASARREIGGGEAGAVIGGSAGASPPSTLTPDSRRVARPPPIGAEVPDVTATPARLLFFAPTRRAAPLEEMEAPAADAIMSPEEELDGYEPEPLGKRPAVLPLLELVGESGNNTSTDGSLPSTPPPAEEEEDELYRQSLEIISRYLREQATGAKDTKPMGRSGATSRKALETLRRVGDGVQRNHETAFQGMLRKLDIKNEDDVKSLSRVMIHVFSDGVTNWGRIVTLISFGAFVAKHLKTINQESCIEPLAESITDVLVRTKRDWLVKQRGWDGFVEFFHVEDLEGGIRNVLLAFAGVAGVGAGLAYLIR
AHR activator: activators of human aryl hydrocarbon receptor; P35869; AHR-responsive luciferase reporter cells, luminescence; activation, % at 5 µM; 320,000 tested, 2.5% active; in the data active = activation above about 47%;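 also: 0% = vehicle wells and 100% = reference agonist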
GLD-1 RNA inh: GLD-1-TGE RNA interaction inhibition (C. elegans); Q17339; AID 2280; purified GLD-1 + fluorescein TGE RNA, fluorescence polarization; 320,000 tested, 0.44% active; inhibition, % at 5.96 µM;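 active = percent inhibition above a per-plate cutoff, the plate mean of test compounds plus 3 SD, cut at about 30% in these data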;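 also: 0% = DMSO wells with GLD-1 and probe and 100% = wells lacking GLD-1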
Bcl-xL primary: Bcl-xL (human) inhibition. inhibition, % at 10.9 µM. Q07817. GST-Bcl-xL / FITC-Bim BH3 peptide fluorescence polarization. 320,000 tested, 0.7% active;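 active = inhibition above the mean of all tested compounds plus 3 SD, cutoff set per campaign, cut at about 30% in these data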;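 also: 0% = DMSO wells and 100% = unlabeled Bim-BH3 peptide competitor; inhibitors lower millipolarization by displacing the labeled peptide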
Target sequence (Q07817 whole entry, looked up): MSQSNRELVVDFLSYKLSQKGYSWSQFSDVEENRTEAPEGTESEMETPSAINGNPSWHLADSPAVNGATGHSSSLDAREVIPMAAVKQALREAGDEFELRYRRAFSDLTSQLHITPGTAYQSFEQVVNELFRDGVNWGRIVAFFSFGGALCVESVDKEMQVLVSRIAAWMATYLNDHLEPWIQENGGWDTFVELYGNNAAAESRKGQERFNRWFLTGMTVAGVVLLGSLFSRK
Fam108B inh: counter-screen for RBBP9 inhibitors: inhibitors of mouse Fam108B; recombinant Fam108B, FP-Rh probe fluorescence polarization; inhibition, % at 9.51 µM; 300,000 tested, 0.33% active;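 active = inhibition above the screen mean inhibition plus 3 SD, computed separately per campaign, cut at about 18% in these data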;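 also: inhibitors lower polarization as less probe binds the enzyme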
PAFAH1B2 FP inh: PAFAH1B2 (human) inhibition; P68402; inhibition, % at 3.39 µM; 340,000 tested, 1.2% active; recombinant PAFAH1B2, FP-rhodamine activity probe, fluorescence polarization;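 active = inhibition above the mean of all tested compounds plus 3 SD, cut at about 24% in these data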;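 also: 0% = enzyme with DMSO and 100% = wells lacking PAFAH1B2; many of its hits are not listed in these tables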
Target sequence (P68402 whole entry, looked up): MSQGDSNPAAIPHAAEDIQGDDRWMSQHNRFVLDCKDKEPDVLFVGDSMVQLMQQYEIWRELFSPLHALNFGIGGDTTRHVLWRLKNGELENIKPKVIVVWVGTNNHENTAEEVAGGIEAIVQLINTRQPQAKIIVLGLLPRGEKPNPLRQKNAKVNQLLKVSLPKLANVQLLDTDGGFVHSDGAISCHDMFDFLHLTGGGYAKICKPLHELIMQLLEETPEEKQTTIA
pPAFAH inh: pPAFAH (human) enzyme inhibition; recombinant pPAFAH, FP-rhodamine probe fluorescence polarization; 330,000 tested, 1.5% active; inhibition, % at 3.39 µM; Q13093;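 active = inhibition above the mean inhibition across the screen plus 3 SD, cut at about 25% in these data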;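 also: inhibitors block binding of the rhodamine activity-based probe so polarization drops; 0% = enzyme with DMSO and 100% = wells lacking pPAFAH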
Starred values were filed as active, the others as inactive; . = no result given. The list is partial. The share of hits here may be higher or lower than overall.

entry	canonical_smiles	MEX-5 binding	PME-1 primary	MCL1 BIM primary	AHR activator	GLD-1 RNA inh
1	N#C/C(=N\Nc1ccccc1)C(=N)N1CCOCC1	1.4	6	3	6	-4
2	CCN1C(=O)c2cccc3c(S(=O)(=O)Nc4ccncc4)ccc1c23	1.6	-2	6	2	-2
3	O=C(Cc1ccc(Cl)cc1)Nc1ccc(N2CCCC2)cc1	-1.4	-8	6	11	3
4	COc1ccccc1C/C(N)=N/O	-2.3	0	-1	2	-4
5	O=C(Cc1ccc(O)cc1)NCCNC(=S)NCc1ccccc1	-3.1	-3	4	0	-1
6	O=C1c2cccc3cccc(c23)C(=O)N1OS(=O)(=O)c1ccc(Br)cc1	-0.2	2	-3	6	3
7	Cc1cc(CNC(=O)COc2ccccc2F)c2ccccc2n1	-1.8	-3	9	15	7
8	Cc1[nH]c2ccccc2c1C(=O)C(=O)N1CCN(C(=O)c2ccco2)CC1	0.1	2	6	-1	0
9	O=C(CSc1nnc(COc2ccc(Cl)cc2)o1)N1c2ccccc2CCc2ccccc21	0.5	-1	-4	-4	-1
10	Fc1cccc(NC(=S)Nc2cccnc2)c1	-0.6	3	4	4	5
11	C=CCSC1=N/C(=C\c2ccsc2)C(=O)S1	0.8	-1	4	0	5
12	CCN1CCN(c2cc3c(cc2F)c(=O)c(S(=O)(=O)c2ccccc2)cn3C)CC1	6.4	-1	6	1	5

entry	Bcl-xL primary	Fam108B inh	PAFAH1B2 FP inh	pPAFAH inh
1	4	7	3	6
2	10	2	4	4
3	3	-6	8	1
4	3	1	4	2
5	12	-2	8	1
6	0	1	-2	3
7	-3	0	3	3
8	5	3	3	2
9	3	-5	18	3
10	8	0	7	5
11	1	6	4	5
12	4	-5	0	1

Next part
entry	canonical_smiles	MEX-5 binding	PME-1 primary	MCL1 BIM primary	AHR activator	GLD-1 RNA inh
13	O=C(/C=C/c1ccc(Cl)c([N+](=O)[O-])c1)c1cccnc1	0.9	-1	5	15	3
14	COCCn1c(=O)[nH]c2cc(C(=O)NC3CCCCCC3)ccc2c1=O	0.9	2	-1	2	6
15	CN1CCN(NC(=O)c2ccc(S(=O)(=O)N3CC4(C)CC3CC(C)(C)C4)cc2)CC1 (stereo not given)	2.2	13	1	5	1
16	O=C(CN1C(=O)NC2(CCCC2)C1=O)N1CCN(S(=O)(=O)c2ccccc2[N+](=O)[O-])CC1	0.5	1	-4	0	5
17	COc1ccc2c(c1)c(=O)oc1cc(O)ccc12	0.3	-3	-6	-1	5
18	C=C(C)C(=O)Nc1cccc(C2=NOC3(C2)C[C@@H](C(N)=O)N(C(=O)c2ccc(Cl)cc2)C3)c1 (stereo not given in full)	.	-2	14	-2	1
19	Cc1ccc(C(=O)NCC(=O)OCC(=O)N(CC(C)C)c2c(N)n(Cc3ccccc3)c(=O)[nH]c2=O)cc1C	0.0	2	-4	-3	11
20	CCN1C(=O)c2ccccc2S(=O)c2ccc(C(=O)NCCN(CC(C)C)CC(C)C)cc21 (stereo not given)	1.1	0	-3	4	0
21	CC(=O)N1c2ccccc2C(=O)C1N(C)c1ccc(C)cc1 (stereo not given)	-1.3	1	-6	7	13
22	CN1CCN(Cc2c(O)ccc3cc(-c4ccccn4)c(=O)oc23)CC1	-7.9	-3	14	5	13
23	CC1CC(=O)C2=C(C1)Nc1nc3ccccc3n1C2c1cccnc1 (stereo not given)	1.7	-2	-5	6	0
24	Cc1cc(C)n(C(=O)Cc2cn3ccsc3n2)n1	-0.6	1	3	-2	-4

entry	Bcl-xL primary	Fam108B inh	PAFAH1B2 FP inh	pPAFAH inh
13	3	3	4	-1
14	4	-1	8	-1
15	0	-2	12	2
16	-1	0	6	3
17	1	-2	2	1
18	4	-3	.	7
19	-2	0	0	2
20	-1	-2	1	1
21	3	0	-3	-2
22	18	-2	1	-6
23	-2	-1	3	2
24	6	-5	1	-1

More results follow:
entry	canonical_smiles	MEX-5 binding	PME-1 primary	MCL1 BIM primary	AHR activator	GLD-1 RNA inh
25	CCCC(=O)Nc1nc2ccc(NC(=O)c3ccccc3F)cc2s1	-0.4	-4	-2	62*	-9
26	Cc1ccc(N(CC#N)C(=O)CS(=O)(=O)c2cccc([N+](=O)[O-])c2)cc1	1.9	6	4	0	2
27	Brc1ccc2c(c1)C(c1cccs1)=NNC(c1cccnc1)=N2	-1.9	9	7	92*	11
28	CCOC(=O)CSC1=C(C#N)C(c2ccc(F)cc2)C(C(C)=O)=C(C)N1 (stereo not given)	3.0	7	2	-1	5
29	O=C1N[C@@H](Cc2cn(S(=O)(=O)c3ccc(F)cc3)c3ccccc23)C(=O)N[C@H]1Cc1ccccc1	1.6	-5	-1	2	6
30	CCn1ccnc1CN(C)C(=O)CCc1nnc(CCCc2ccccc2)o1	-0.3	4	-3	2	-3
31	O=C(COc1ccccc1Cc1ccccc1)NCCCN1CCOCC1	2.9	-7	6	10	4
32	COc1ccccc1OCCCCOc1ccccc1C(C)=O	-1.0	-7	4	37	0
33	O=C(NC(Cc1ccccc1)C(=O)Oc1ccc2c(C(F)(F)F)cc(=O)oc2c1)OCc1ccccc1 (stereo not given)	-0.2	7	41*	1	65*
34	COc1cc(C(=O)NCCC(=O)NCCN2CCCCCC2)cc(OC)c1OC	-7.5	0	5	0	-3
35	COc1ccc(C(C(O)C(=O)c2c[nH]c3ccccc23)N2CCN(c3ccc(OC)cc3)CC2)cc1 (stereo not given)	0.7	-2	1	10	1
36	COc1ccc(S(=O)(=O)N2CCN(C(=O)c3cccs3)CC2)cc1	-1.4	4	6	2	5

entry	Bcl-xL primary	Fam108B inh	PAFAH1B2 FP inh	pPAFAH inh
25	3	-5	1	0
26	0	-1	1	3
27	0	1	8	3
28	4	3	-3	7
29	3	-4	.	-1
30	4	-2	-6	4
31	1	1	9	3
32	-3	3	-7	-2
33	42*	-4	4	7
34	11	0	5	4
35	0	-2	8	3
36	5	-1	0	1

Later entries.
entry	canonical_smiles	MEX-5 binding	PME-1 primary	MCL1 BIM primary	AHR activator	GLD-1 RNA inh
37	Cc1ccc(CCC(=O)Nc2ccc(Cl)cc2)o1	-2.1	-6	2	2	-1
38	Cc1cccc(OCC(=O)Nc2cccc(-c3nnc(-c4ccccc4)o3)c2)c1C	0.8	3	0	2	7
39	O=C(c1ccco1)N(Cc1ccc([N+](=O)[O-])cc1)c1ccc(Cl)cc1	0.4	7	3	7	5
40	Cc1ccc(CNC(=O)C2CCCN(S(=O)(=O)c3cccc4nonc34)C2)cc1 (stereo not given)	9.6	-16	-24	2	-1
41	CC1CCN(C(=S)NC(=O)c2cccc([N+](=O)[O-])c2)CC1	1.6	4	3	5	5
42	CC1CN(S(=O)(=O)c2ccc(C(=O)Nc3ccc(S(=O)(=O)N4CCOCC4)cc3)cc2)CC(C)O1 (stereo not given)	0.4	2	1	-6	3
43	CCN(C[C@H]1N[C@@](Cc2ccccc2)(C(=O)OC)[C@H]2C(=O)N(C)C(=O)[C@@H]12)C(=O)C1CCCCC1	.	.	.	1	7
44	COc1ccc(/C=N/NC(=O)c2cccc(NC(=O)c3ccccc3Cl)c2)cc1OC	-1.3	-12	9	28	8
45	CC(C)(C)NC(=S)NCc1ccco1	-7.7	1	32	-1	18
46	COc1ccc(NC(=O)CSc2nnc(-c3ccncc3)o2)c(OC)c1	0.1	-2	1	2	3
47	COc1ccc(-c2cc(=O)oc3c(C)c(OC(C)C(=O)Nc4ccc(CN5CCOCC5)cc4)ccc23)cc1 (stereo not given)	-0.7	-22	-3	2	-3
48	N#CCCn1nc(-c2ccc(Br)cc2)cc1Nc1ccccc1NC(=O)C(F)(F)F	-1.2	3	2	32	7

entry	Bcl-xL primary	Fam108B inh	PAFAH1B2 FP inh	pPAFAH inh
37	5	-1	1	-2
38	2	-5	-4	4
39	2	4	11	7
40	-7	-7	1	-2
41	4	1	5	2
42	3	-3	7	3
43	.	.	2	-1
44	6	0	-6	-1
45	25	2	6	11
46	5	-3	0	2
47	-2	-17	-8	2
48	3	9	0	3

(cont.)
entry	canonical_smiles	MEX-5 binding	PME-1 primary	MCL1 BIM primary	AHR activator	GLD-1 RNA inh
49	O=C(/C=C/c1ccco1)OCC(=O)c1cccc([N+](=O)[O-])c1	-1.2	5	3	1	2
50	O=C(O)CC[C@@H](C(=O)O)N1C(=O)c2ccccc2C1=O	-3.0	-5	0	7	-1
51	O=C(OCc1cc2ccccc2[nH]c1=O)C1CCCCC1	1.5	3	0	-1	-4
52	CCOc1cc(C=C(C(=O)OC)C(=O)OC)ccc1OCc1ccc([N+](=O)[O-])cc1	.	17	6	15	9
53	Cc1ccc(CN2C3CCCC2CC(NC(=O)c2ccc(C)cc2)C3)cc1 (stereo not given)	2.4	1	6	0	-2
54	CN1CCN(c2ccc(C(F)(F)F)cc2NC(=O)c2ccco2)CC1	4.4	3	2	8	3
55	CN(c1ccccc1C(=O)Nc1cccc([N+](=O)[O-])c1)S(C)(=O)=O	4.4	-2	6	-1	6
56	CCOC(=O)c1c(N2C(=O)Nc3ccccc3N2O)n[nH]c1-c1cccc(OC)c1	-0.8	-7	10	33	3
57	CCOC(=O)CSc1nnc(CNC(=O)c2cccs2)n1-c1cc(OC)ccc1OC	-0.1	3	-2	6	4
58	COc1ccc(NC(=O)CN2CCCCC2)cc1S(=O)(=O)N1CCCCC1	.	.	.	-1	6
59	CCOC(=O)c1c(/N=C/c2ccc(OC)cc2O)sc2c1CCN(C)C2	-20	0	27	0	3
60	Cc1ccc(NC(=S)Nc2ccc(F)cc2)c(C)c1	-0.9	2	18	-3	2
61	CN(C)C(CNC(=O)CCCc1c[nH]c2ccccc12)c1ccco1 (stereo not given)	1.9	0	2	-6	0
62	c1csc(CNc2ccc3c(c2)OCCO3)c1	.	0	2	8	2
63	CCOP(C)(=O)C1(C(=O)OCc2ccccc2)CC1 (stereo not given)	0.7	-2	7	-2	10

entry	Bcl-xL primary	Fam108B inh	PAFAH1B2 FP inh	pPAFAH inh
49	0	2	2	5
50	5	-2	3	-1
51	-2	-6	-4	0
52	2	1	-4	4
53	4	-1	3	0
54	5	2	6	10
55	2	2	4	7
56	1	2	-1	2
57	6	-1	4	5
58	.	.	1	2
59	25	3	2	3
60	4	2	5	-10
61	4	4	5	4
62	7	0	4	5
63	7	5	-1	-1
